SNCA viab count: cell viability loss counter-screen; HEK-293-SNCA-luc viability, GF-AFC fluorescence, 24 h; 150,000 tested, 0.12% active; Potency, µM (top dose mostly 57.1 µM), inactives show at the top dose activity change, negative = cytotoxicity, usual class: cytotoxic;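 also: potency is read from the fitted curve at half-maximal effect; 0% = DMSO-treated cells and -100% = medium-only wells without cells; nearly all actives have a fitted effect of over 30% in size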
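HEK-293-SNCA-luc cells (1500/well) plated 24 h, then exposed 24 h to a dilution series; GF-AFC added 30 min at 37C, fluorescence 405/540 nm; normalised to medium-only and DMSO wells, Hill fit.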
3T3 cytotox: kills NIH 3T3 cells; 94,000 tested, 4.3% active; NIH 3T3 viability, CellTiter-Glo ATP luminescence, 48-72 h; Potency, µM (doses to about 96.7 µM), without a hit: at the highest dose activity change, negative = cytotoxicity, actives largely listed as inhibitors; also: potency is read from the fitted curve at half-maximal effect; nearly all actives have a fitted effect of over 55% in size
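Cytotoxicity was measured by CellTiter-Glo ATP luminescence after 48 or 72 h compound exposure at 37 °C. Mouse NIH 3T3 fibroblasts were seeded at 400 cells/well and dosed by 23 nL pin transfer.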
SNCA expr inh: inhibitors of alpha-synuclein (SNCA) gene expression; HEK-293 SNCA-luciferase knock-in, luminescence, 24 h; AID 1671194; 140,000 tested, 0.17% active; Potency, µM (titrated, usually from 57.2 µM), without a hit: at the highest dose activity change, negative = inhibition, usual class: inhibitors;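 also: potency is read from the fitted curve at half-maximal effect; plate controls were DMSO cells for no effect and cell-free wells for full effect; nearly all actives have a fitted effect of over 45% in size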
HEK cytotox: cytotoxic compounds in HEK 293 cells; Potency, µM (doses to about 115 µM), without a hit: top-dose activity change, negative = cytotoxicity, usual class: inhibitors; 94,000 tested, 6.6% active; HEK 293 viability, ATP luminescence (CellTiter-Glo), 48-72 h; AID 1345083; also: potency is read from the fitted curve at half-maximal effect; nearly all actives have a fitted effect of over 60% in size
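Luminescence from cellular ATP, measured with CellTiter-Glo, indicates HEK 293 viability. Cells plated at 250 cells/well are treated with compound for 48 or 72 hr at 37 degree Celsius before reagent addition.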
GPT2 inh: inhibitors of human GPT2 alanine aminotransferase. Q8TD30. Recombinant GPT2, coupled pyruvate oxidase/HRP Amplex Red fluorescence. Potency, µM (doses to about 57.7 µM), without a hit: top-dose activity change, negative = inhibition, most hits filed as inhibitors. 100,000 tested, 0.25% active; also: potency is read from the fitted curve at half-maximal effect; nearly all actives have a fitted effect of over 60% in size; many of its hits are not listed in these tables
Target sequence (Q8TD30 whole entry, looked up): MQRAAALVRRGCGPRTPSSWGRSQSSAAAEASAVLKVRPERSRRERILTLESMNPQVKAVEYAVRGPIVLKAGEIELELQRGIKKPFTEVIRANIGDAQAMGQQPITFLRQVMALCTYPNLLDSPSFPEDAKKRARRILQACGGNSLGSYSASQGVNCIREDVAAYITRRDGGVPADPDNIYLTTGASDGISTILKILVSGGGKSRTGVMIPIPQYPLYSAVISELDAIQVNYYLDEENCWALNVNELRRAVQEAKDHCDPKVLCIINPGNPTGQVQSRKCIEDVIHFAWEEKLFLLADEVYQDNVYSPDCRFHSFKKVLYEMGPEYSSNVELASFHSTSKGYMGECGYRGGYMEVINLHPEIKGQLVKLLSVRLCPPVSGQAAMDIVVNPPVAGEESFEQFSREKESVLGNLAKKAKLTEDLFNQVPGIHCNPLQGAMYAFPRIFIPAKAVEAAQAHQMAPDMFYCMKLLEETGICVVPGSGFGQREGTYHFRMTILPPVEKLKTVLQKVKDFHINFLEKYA
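Recombinant GPT2 (10ng/uL) with 250uM a-KG and 2mM L-alanine, 30 min at room temperature, in HEPES pH 7.5 buffer. Pyruvate detected by pyruvate oxidase/HRP/Amplex Red fluorescence after 30 min in the dark; AOA (50uM) as positive control.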
FLuc inh: blocks purified firefly luciferase enzyme activity. P08659. purified P. pyralis luciferase, luminescence, biochemical. Potency, µM (series often up to 115 µM), for the others: top-dose activity change, negative = inhibition, usual class: inhibitors. 76,000 tested, 2.5% active. AID 1347043; also: potency is read from the fitted curve at half-maximal effect; nearly all actives have a fitted effect of over 65% in size
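Cell-free enzyme assay, 10nM P. pyralis luciferase, luciferin and ATP each at 10uM. Inhibition profiled over a 6-point titration, read as luminescence.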
IP6K1 inhibitor: blocks human inositol hexakisphosphate kinase 1. IP6K1 kinase, ADP-Glo luminescence, 2 h; stronger effect = lower value. activity change, % (series mostly up to about 58 µM). 140,000 tested, 0.81% active. AID 1645851; in the data active = activity change below about -25%
Target sequence (Q92551 whole entry, looked up): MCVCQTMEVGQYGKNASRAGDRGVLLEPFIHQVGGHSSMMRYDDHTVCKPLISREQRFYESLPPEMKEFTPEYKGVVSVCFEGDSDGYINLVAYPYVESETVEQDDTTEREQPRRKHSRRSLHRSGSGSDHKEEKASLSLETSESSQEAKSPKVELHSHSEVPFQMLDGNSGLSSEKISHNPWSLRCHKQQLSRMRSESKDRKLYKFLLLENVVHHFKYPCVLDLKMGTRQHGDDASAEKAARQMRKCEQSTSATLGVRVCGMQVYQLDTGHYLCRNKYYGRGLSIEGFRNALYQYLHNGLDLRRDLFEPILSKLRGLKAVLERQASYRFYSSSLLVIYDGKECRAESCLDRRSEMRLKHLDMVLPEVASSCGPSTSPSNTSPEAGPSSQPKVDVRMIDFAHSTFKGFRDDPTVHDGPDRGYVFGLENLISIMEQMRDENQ
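ADP-Glo luminescence measures ADP made by human IP6K1 during a 2 h RT reaction with ATP/IP6 (mix at 1.3 mM/130 uM); top library doses 57.5 and 19.1 uM final.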
The depositor's hits bear a star; i = inactive; ? = inconclusive; . = no result given; & = joins results of further samples; ! = a repeat was not active; [ ] = another dose, or the depositor's remark. Unless noted, calls follow the shape of the dose curve; as a rule, active = well fitted curve in the direction sought with a large enough effect; inconclusive = small, poorly fitted or top-dose-only effect, or another doubt; inactive = no such curve, though single readings can be large; an effect the other way counts as inactive or inconclusive. Unless noted, % is scaled to controls: 0 for no effect and ±100 for the full control effect.

SMILES | SNCA viab count | 3T3 cytotox | SNCA expr inh | HEK cytotox | GPT2 inh | FLuc inh | IP6K1 inhibitor
Cc1csc(S(=O)(=O)N2CC[C@@H]3[C@@H](CCC(=O)N3CCN)C2)c1 | 11% | -14% | 34%[activator] | -7% | -12% | 12% | 0
COc1ccccc1CN1Cc2cc(NS(=O)(=O)c3ccc(C)c(F)c3)ccc2OC(C)C1=O (centres undefined) | ? | ? | ? | ? | -17% | 1% | 8
Cc1ccc(NC(=O)C(=O)NCC(c2cccnc2)N2CCN(Cc3ccccc3)CC2)cc1Cl (centres undefined) | 2% | . | -7% | . | . | . | 3
CC(C)NC(=O)N1CCN(Cc2ccccc2-c2cccnc2)CC1 | 8%[12.5 µM] | -14% | 13% | -15% | i | . | 5
Cc1ccccc1-n1nc(C)c(CCC(=O)NC(C)C)c1Oc1cccc(F)c1 | 11% | ? | -22% | ? | i | 6% | 16
COC(=O)c1sc(NC(=O)CC[C@H]2NC(=O)c3ccccc3NC2=O)nc1C | -8% | ? | 0% | -17% | i | -5% | 5
Cc1ccc(C)c(CN2CCC(CNC(=O)Cn3ncc4c([nH]c5ccccc54)c3=O)CC2)c1 | 4% | . | -11% | . | . | . | -3
Cc1ccc(CN2CCCC3(Cc4ccccc4CNC3=O)C2)cc1 (centres undefined) | 3% | -13% | 2% | -21% | -5% | . | -4
Cn1c(C(=O)NCc2ccoc2)nc2nc(-c3ccccc3)c(Cl)cc21 | 2%[87.6 µM] | ? | 7%[87.6 µM] | 3%[172 µM] | i | 9%[172 µM] | -3
O=C(CC1CCCCC1)N1CCC(c2n[nH]c(=O)n2-c2ccccc2)CC1 | -4% | -18% | 8% | -1% | i | 1% | 2
COCCN1C(=O)c2ccccc2C(C(=O)NCc2ccccc2Cl)C12CCCC2 (centres undefined) | 0% | -24% | 5% | -30% | 1% | -27% | 8
O=C(NCc1cnc2c(c1)CCC2)C1NCCc2[nH]cnc21 (centres undefined) | 20% | -25% | 15% | -17% | i | -12% | 17
COc1ccc(-c2cnc(C)o2)cc1S(=O)(=O)Nc1ccc(OC(F)(F)F)cc1 | -12% | . | ? | . | . | . | -12
O=C(NCCc1ccccc1)N(C1CCOCC1)C1CCN(Cc2cccc(F)c2)CC1 | ? | ? | 5% | ? | i | 0% | -20
COc1cccc(CCC(=O)N2CCC(c3nn(C)c4c3COCC4)CC2)c1 | 7% | -15% | ? | 0% | i | 9% | 9
COc1ccc(C(CC(=O)Nc2ccc(OC)c(OC)c2)N2Cc3ccccc3C2=O)cc1 (centres undefined) | -17% | . | -11% | . | . | . | 19
COc1ccc(NC(=O)C2CCC(CNS(=O)(=O)c3ccc4c(c3)C(C)(C)C(=O)N4C)CC2)cc1 (centres undefined) | 6% | . | -8% | . | . | . | -4
C[S+](=O)([O-])c1cccc(NC(=O)Cc2c[nH]c3ncc(-c4ccccc4)cc23)c1 | -23%[87.6 µM] | -2%[138 µM] | -14%[87.6 µM] | ? | 5%[88.5 µM] | ? | -26*
CCOC(=O)c1c(NC(C)=O)c2c3c(sc2n1Cc1c(C)cc(C)cc1C)CCCC3 | -21% | . | ? | . | . | . | 17
CCOC(=O)c1c(C)oc2nc(C)nc(N3CCN(c4ccc(OC)cc4)CC3)c12 | -11% | . | -16% | . | . | . | -9
COc1ccc(-c2n[nH]c3c2CC(=O)N(CC2CC2)C3)cc1OC | -6%[87.6 µM] | -33%[138 µM] | 21%[87.6 µM] | ? | -3%[88.5 µM] | 8%[172 µM] | 9
COc1ccccc1-c1ccc(C(=O)N2CCC(N[S+](=O)([O-])c3cccs3)CC2)cc1 | 4%&-1%[12.5 µM] | ? | -3%&-2% | 89µM*! | 0% | . | 4&-12
COc1ccc(Nc2c(-c3ccc(C)o3)nc3cc(C)ccn23)cc1 | -16% | . | 102%[activator] | . | . | . | -11
CC(C)(N)C(=O)N1CCCC(N2CCN(c3ccc(F)cc3)CC2)C1 (centres undefined) | -3% | -14% | 32%[activator] | ? | ? | 4% | 0
Cc1ccc(CN2C(=O)COC[C@H]2C(=O)Nc2ccc(F)c(F)c2)cc1 | -3% | -36% | ? | -22% | i | . | 5
COCc1nncn1C1CCN(C(=O)C2(c3ccccc3)CC2)CC1 | 6% | -8% | ? | -4% | i | -9% | 5
COc1cccc(CN2Cc3cc(NC(=O)c4ccc(F)cc4F)ccc3OC(C)C2=O)c1OC (centres undefined) | 6% | ? | 10% | ? | ? | -12% | -12
CCOc1ccc(CCNC(=O)CS(=O)Cc2nc(-c3ccc(C)cc3)oc2C)cc1OCC (centres undefined) | -4% | . | 25% | . | . | . | 5
COc1cccc(NC(=O)N(C)CC2CCOCC2)c1 | 7% | 2% | 6% | 14% | -12% | -8% | 13
COc1ccc(NC(=O)N2Cc3[nH]cnc3C[C@H]2c2nc(-c3ccncc3)no2)cc1 | -10%[87.6 µM] | ? | 7%[87.6 µM] | -13%[172 µM] | -3%[88.5 µM] | -1%[172 µM] | -14
O=C(c1cc(-c2ccccc2F)cc2c1OCCN2Cc1cccnc1)N1CCCC1 | ? | ? | 11%[87.6 µM] | ? | i | ? | -16
CC(C)CCNC(=O)CSc1c2c(nc3ccc(Cl)cc13)CCCC2 | -19% | . | -27% | . | . | . | 6
Cc1ccc2nc(-c3ccc(NC(=O)COc4ccccc4)cc3)sc2c1 | 4% | . | -61% | . | . | . | 14
O=C1NCCCC1C(=O)N1CCC2(CC1)Nc1ccccc1NC2=O (centres undefined) | 3% | 2% | -8% | ? | -2%[11.5 µM] | 1% | 16
COCC(=O)N[C@H]1C[C@@H](c2nc(-c3ccc(OC(F)(F)F)cc3)no2)N(C)C1 | -3%[87.6 µM] | ? | 12%[87.6 µM] | ? | -5%[88.5 µM] | ? | 13
CC(C)c1ccc(NC(=O)CCNS(=O)(=O)c2ccc3c(c2)oc(=O)n3C)cc1 | 0% | . | 29% | . | . | . | -15

Filtered by structure: those above with a Cl atom
SMILES | SNCA viab count | 3T3 cytotox | SNCA expr inh | HEK cytotox | GPT2 inh | FLuc inh | IP6K1 inhibitor
Cc1ccc(NC(=O)C(=O)NCC(c2cccnc2)N2CCN(Cc3ccccc3)CC2)cc1Cl (centres undefined) | 2% | . | -7% | . | . | . | 3
Cn1c(C(=O)NCc2ccoc2)nc2nc(-c3ccccc3)c(Cl)cc21 | 2%[87.6 µM] | ? | 7%[87.6 µM] | 3%[172 µM] | i | 9%[172 µM] | -3
COCCN1C(=O)c2ccccc2C(C(=O)NCc2ccccc2Cl)C12CCCC2 (centres undefined) | 0% | -24% | 5% | -30% | 1% | -27% | 8
CC(C)CCNC(=O)CSc1c2c(nc3ccc(Cl)cc13)CCCC2 | -19% | . | -27% | . | . | . | 6

Remaining list, next part.
SMILES | SNCA viab count | 3T3 cytotox | SNCA expr inh | HEK cytotox | GPT2 inh | FLuc inh | IP6K1 inhibitor
Cn1ncc2c(C(=O)NCCN3CCOCC3)cc(C(C)(C)C)nc21 | 6%[12.5 µM] | -27% | 11% | -9% | i | . | 3
Cc1cccc(-n2c(-c3ccccc3)cn3c4c(=O)[nH]c(=O)n(C)c4nc23)c1 | 7% | . | -18% | . | . | . | 25
CCOC(=O)CNC(c1ccccc1)c1cc(Br)ccc1NC(=O)c1cccc(Cl)c1 (centres undefined) | -19% | . | ? | . | . | . | 17
O[C@@H]1CN(CC2CCNCC2)CC[C@H]1c1ccc2ccccc2c1 | -14% | ? | 18% | ? | -8% | 1% | 18
Cc1cccc(OCC2(CNCc3nccs3)C[C@@H](O)[C@@H](O)C2)n1 (some centres undefined) | 8% | 3% | -15% | -1% | -6% | -1% | 15
CCC(=O)N1CCc2cc(Br)cc(S(=O)(=O)CCC(=O)NCCc3cccc(C)c3)c21 | 19% | . | 4% | . | . | . | -3
O=C(Cc1ccccc1)NCC1CN(Cc2ccc(C(=O)O)cc2)CC12CN(c1ccccc1)C2 (centres undefined) | -5% | ? | ? | -2% | -8% | -10% | 0
CCS(=O)(=O)N1CCCc2cc(C(=O)Nc3cc([N+](=O)[O-])ccc3C)ccc21 | ? | . | -26% | . | . | . | 1
COc1ccccc1-c1ncc(CNc2ncncn2)s1 | -15% | -30% | 25% | ? | i | -2% | -3
O=C(c1nnc(CN2CCN(c3ccccn3)CC2)n1-c1ccccc1)N1CCC[C@@H]1c1cccc(F)c1 | -16% | ? | -21% | -10% | -10% | -2% | -17
O=C(NCc1ccccc1F)C(=O)NCC(c1ccc2c(c1)OCO2)N1CCOCC1 (centres undefined) | -5% | . | 4% | . | . | . | 14
COC(=O)CNC(=O)c1cc(-c2ccccc2OC)c2nncn2n1 | -10% | -19% | 44%[activator] | -17% | -48% | . | 2

A different layout for some results above.
Below each SMILES – SNCA viab count | 3T3 cytotox | SNCA expr inh | HEK cytotox | GPT2 inh | FLuc inh | IP6K1 inhibitor
- O[C@@H]1CN(CC2CCNCC2)CC[C@H]1c1ccc2ccccc2c1
 : -14% | ? | 18% | ? | -8% | 1% | 18
- Cc1cccc(OCC2(CNCc3nccs3)C[C@@H](O)[C@@H](O)C2)n1 (some centres undefined)
 : 8% | 3% | -15% | -1% | -6% | -1% | 15

Later entries
SMILES | SNCA viab count | 3T3 cytotox | SNCA expr inh | HEK cytotox | GPT2 inh | FLuc inh | IP6K1 inhibitor
O=C(NCCN1CCOCC1)c1cn2cc(-c3cccc(C(F)(F)F)c3)sc2n1 | 3% | ? | ? | ? | ? | . | 17
COc1ccc(CN2CCC([C@H]3[C@@H](OC)C(=O)N3C(C)C)CC2)cc1CN1CCCC1 | -12% | -30% | -5% | -6% | 2% | -5% | 16
Cn1c(=O)oc2cc(S(=O)(=O)N3CCCC(C(=O)N4CCN(c5ccc(Cl)cc5)CC4)C3)ccc21 (centres undefined) | -1% | . | -3% | . | . | . | 12
COc1cccc(CCC(=O)NCCC2CCN(C(=O)Nc3ccc(F)cc3)CC2)c1 | 2% | -33% | -20% | ? | i | . | 5
COc1ccccc1C(=O)NC1(C(F)(F)F)C(=O)Nc2c1c(=O)[nH]c(=O)n2CCc1ccccc1 (centres undefined) | 0% | . | -20% | . | . | . | 0
COc1ccccc1-c1nocc1CCC(=O)O | 17% | -23% | 32% | -4% | i | 0% | 13
O=C(Cc1ccc(NC(=O)N2CCSc3ncccc32)cc1)NCc1ccccc1Cl | 3% | . | -11% | . | . | . | 13
O=C(NC1C[C@H]2CC[C@@H](C1)N2C(=O)Cc1ccc(Br)cc1)c1ccncc1 (some centres undefined) | 3% | -7% | -21% | 5% | -29% | -6% | 15
O=C1Nc2ccccc2C12CN([S+](=O)([O-])c1ccccc1)C2 | -1% | -17% | -22% | -23% | -4% | . | -14
COc1ccc(NC(=O)Cn2c(-c3ccccc3)nc(C)cc2=O)cc1 | -20% | ? | ? | ? | 1% | 0% | -5
COc1ccc(CCNC(=O)CCCn2c(=O)c3ccccc3n(Cc3ccccc3C)c2=O)cc1OC | -6% | . | -10% | . | . | . | 4
CC1CCN(CC2CCCN(C(=O)C3(c4ccccc4)CC3)CC2)CC1 (centres undefined) | 7% | -22% | ? | ? | i | 14% | 3

Screening results: PubChem, National Center for Advancing Translational Sciences (NCATS)
